Screening results deposited in PubChem BioAssay by several laboratories.
KOR beta-arrestin-1 – KOR antagonists, beta-arrestin recruitment, cell-based, luminescence, uHTS (AID 1778); KOR beta-arrestin recruitment, luminescence, antagonist mode; higher % means a stronger effect; 0.091% of 290,000 active; one-dose inhibition, % at 10 µM; IC50 in µM for titrated hits; also: strong numbers were not always called active
P. falciparum M1AAP – P. falciparum M1AAP inhibitors, biochemical, fluorogenic H-Leu-NHMec substrate, 1536-well (AID 1445). recombinant M1AAP, H-Leu-NHMec fluorogenic kinetic assay; higher % means a stronger effect. inhibition, % at 30 µM, or IC50 in µM where a hit was titrated. 0.42% of 220,000 active;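 active = primary inhibition above the hit cutoff, then over 50% inhibition at one or more dose response concentrations, cut at about 23% in these data, passing the limit was not always enough; inconclusive = conflicting primary data, or primary hits not chosen for dose response; inactive = low primary inhibition, or under 50% at every dose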;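 also: plate controls were DMSO full reaction for no effect and no enzyme background for full effect; strong numbers were not always called active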
M17LAP inhibition – P. falciparum M17LAP inhibitors, primary screen, biochemical, fluorogenic H-Leu-NHMec substrate, 1536-well (AID 1619). recombinant M17LAP, H-Leu-NHMec fluorogenic kinetic assay; higher % means a stronger effect. one-dose inhibition, % at 30 µM; IC50 in µM for titrated hits. 0.38% of 220,000 active;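 active = compound inhibiting the enzyme by more than half at any dose during confirmatory dose-response retesting; inconclusive = strong single-dose inhibitors picked by rank but not retested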;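 also: plate controls were full reaction with DMSO carrier for no effect and no enzyme background for full effect; strong numbers were not always called active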
AID2073 – inhibitors of Mint1-CaV2.2 protein interaction, biochemical, HTRF (AID 2073); HTRF protein-protein interaction, Mint1-CaV2.2; higher % means a stronger effect; one-dose inhibition, % at 20 µM; IC50 in µM for titrated hits; 0.19% of 290,000 active; in the data active = inhibition mostly above about 51%, no sharp cut-off; inconclusive = no clear call, values can overlap the other calls; inactive = mostly below about 53%; also: some results filed as inactive read as strong as hits
KOR beta-arrestin-2 – kappa opioid receptor activators – cell-based, luminescence, uHTS, primary screen (AID 1777); KOR beta-arrestin recruitment, luminescence; higher % means a stronger effect; 0.02% of 280,000 active; one-dose activation, % at 10 µM; EC50 in µM for titrated hits; in the data active = activation above about 50%, passing the limit was not always enough; also: a part of the inactive calls stands beside numbers as strong as those of hits
NOD1 NF-kB reporter – inhibition of NOD1-driven NF-kB reporter – cell-based, luminescence, uHTS, primary screen (AID 1578); NOD1-driven NF-kB luciferase reporter cells, luminescence; higher % means a stronger effect; inhibition, % at 4 µM; hits with a dose series show EC50 in µM; 1% of 290,000 active; in the data active = inhibition mostly above about 36%, no sharp cut-off; inactive = mostly below about 34%;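 also: HEK-293T reporter cells stimulated with the NOD1 agonist gamma-tri-DAP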
GPR55 activation – GPR55 agonists via beta-arrestin recruitment, primary screen, imaging, U2OS cells, beta-arrestin-GFP redistribution (AID 1961); U2OS GPR55 beta-arrestin-GFP redistribution imaging; higher % means a stronger effect; activation, % at 10 µM; hits with a dose series show EC50 in µM; 0.048% of 290,000 active;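 active = activation above 40% with more than 50 cells counted in the well; inconclusive = wells holding fewer than 50 cells, flagged as toxic or sparse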;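 also: U2OS osteosarcoma cells stably expressing GPR55 and beta-arrestin-GFP; plate controls were DMSO negative control for no effect and LPI positive control for full effect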
NOD2 inhibition – inhibition of NOD2-driven NF-kB reporter – cell-based, luminescence, uHTS, HEK293 (AID 1566). HEK293 NOD2/NF-kB luciferase reporter, luminescence; higher % means a stronger effect. one-dose inhibition, % at 4 µM; EC50 in µM for titrated hits. 0.63% of 290,000 active; also: many of its hits are not listed in these tables
Dynein cargo inh – blocks dynein driven cargo transport along microtubules. z-score, hits read low. 3617.4 mouse cells, GR-EGFP nuclear translocation imaging; test concentration mostly 20 µM; stimulated with dexamethasone, 1 µM; active compounds read low. 0.47% of 220,000 active;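 active = plate z-score of nuclear minus cytoplasmic receptor signal below a set negative limit, without overly bright fluorescence or cell loss, cut at about -3.5 in these data, passing the limit was not always enough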;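 also: z-score of nuclear minus cytoplasmic ring GR-EGFP intensity difference per well; some compounds called inactive have numbers as strong as hits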
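Also added – dexamethasone, 1.0 µM final · Buffer or medium – tet-free, stripped-serum medium · Schedule – induction 48 h, compound 1 h, agonist 30 min · Detection – formaldehyde fixation, Hoechst nuclear stain, 10x automated fluorescence imaging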
Dynein cargo inh cytoplasmic EGFP – further read-out of Dynein cargo inh, marked with its call; z-score; measured here: cytoplasmic GR-EGFP intensity; active compounds read high
Dynein cargo inh nuclear GR-EGFP – recorded beside Dynein cargo inh, whose call it bears; z-score; measured here: nuclear GR-EGFP intensity;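 lower value marks the stronger effect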
Dynein cargo inh cell count – also measured in Dynein cargo inh; calls as there; z-score; measured here: cell count per field
* hit, by the source's call; ? = inconclusive; . = not tested or not shown; [ ] = dose if it differs, or a comment. Rule as the data show it, unless noted: active = inhibition above about 50%; inactive = the rest.

The line under a structure holds: NOD1 NF-kB reporter	Dynein cargo inh cell count	NOD2 inhibition	Dynein cargo inh cytoplasmic EGFP	Dynein cargo inh nuclear GR-EGFP	GPR55 activation	P. falciparum M1AAP	KOR beta-arrestin-1	KOR beta-arrestin-2	AID2073	Dynein cargo inh	M17LAP inhibition
O=C(NCC(=O)N(c1ccc(F)cc1)C(C(=O)NC1CCCC1)c1ccncc1)c1ccco1 (stereo not drawn)
    -6.4%	.	1.9%	.	.	0.2%	.	-21.2%	-0.4%	3.6%	.	.
CCOc1cc(N2CCOCC2)c(OCC)cc1NC(=O)C(C)C
    5.6%	-0.664	-11.3%	-0.776	-0.357	-0.1%	8.2%	-5.7%	4.3%	-17.6%	-0.0665	2.4%
CCCCOc1ccc(C(=O)Nc2ccc(S(=O)(=O)Nc3onc(C)c3C)cc2)cc1
    -5.0%	.	6.2%	.	.	0.0%	.	-12.9%	2.7%	?	.	.
Cn1c(N)c(C(=O)c2ccccc2)c(=O)n(C)c1=O
    -9.2%	1.1	3.8%	0.11	1.29	0.0%	5.6%	-34.8%	-4.7%	5.0%	1.35	4.6%
CC(C)(C)C(=O)Nc1ccc(C(=O)N/N=C/C2CC3C=CC2C3)cc1 (stereo not drawn)
    44.6%	0.685	9.8%	-0.279	-0.552	-0.3%	7.3%	1.6%	0.5%	0.2%	-0.349	-17.9%
Cc1ccc(S(=O)(=O)N(C)CC(=O)Nc2cccnc2)cc1
    -18.6%	.	7.0%	.	.	-0.2%	.	-14.7%	-2.9%	-7.4%	.	.
CCn1c(=NC(=O)CSC(C)=O)sc2cc(F)ccc21
    -5.8%	-0.855	6.0%	0.0749	1.09	-0.2%	1.7%	7.8%	6.8%	-9.5%	2.31	-16.7%
CC1CCN(c2ccc(NC(=O)c3cccnc3Cl)cc2)CC1
    9.6%	1.31	-46.1%	-0.23	-0.838	-0.1%	5.0%	-31.5%[20 µM]	.	-12.1%	-1.38	6.5%
CCOC(=O)C1(CCSC)NC(c2ccco2)C2C(=O)N(C)C(=O)C21 (stereo not drawn)
    -34.3%	0.485	13.1%	-0.229	-0.0463	-0.3%	0.0%	-19.7%	-8.5%	1.6%	-0.509	-0.8%
C/C(=N\NC(=O)COc1ccc(C#N)cc1)c1ccc(N2CCOCC2)cc1
    -0.5%	-1.05	5.2%	-0.262	0.396	-0.4%	-7.6%	29.0%	6.5%	-3.3%	1.51	14.9%
CC1CC1C(=O)Nc1nc(-c2ccccn2)cs1 (stereo not drawn)
    -32.1%	1.69	-1.8%	-0.26	-0.442	-0.1%	8.0%	-9.7%	-2.2%	-21.2%	-0.741	-3.4%
C#CC1(O)CC(C)N(C)C(C)C1 (stereo not drawn)
    -13.4%	0.815	-0.1%	-0.146	-0.327	-0.1%	13.2%	32.3%	-4.3%	-2.4%	-0.306	3.8%
COc1cccc(/C=N/NC(=O)c2cnccn2)c1OC
    -4.8%	0.533	-6.0%	-0.13	-0.118	0.3%	6.7%	0.3%	-1.3%	-15.5%	-0.155	5.3%
O=C(Nc1ccc(-c2nnc(-c3ccccc3)o2)cc1)C1CCCO1 (stereo not drawn)
    -36.2%	0.159	-114.6%	-0.251	-0.777	-0.1%	3.1%	-15.2%	5.5%	-1.0%	-0.949	9.3%
COc1cccc(/C=C2/C(=O)NN(c3ccc(F)cc3)C2=O)c1
    11.1%	.	-5.3%	.	.	-0.2%	.	-25.3%	2.8%	16.9%	.	.
c1ccc(-c2cc(-c3ccc(N4CCOCC4)cc3)nc3ccccc23)cc1
    -22.5%	0.664	20.3%	-0.347	-0.692	-0.2%	10.8%	-36.1%	-1.7%	28.7%	-1.09	-2.7%
Cc1ccc2[nH]c(=O)c(CC=C(Cl)Cl)c(C)c2c1
    -26.7%	0.22	7.3%	-0.254	-0.357	0.8%	5.0%	23.9%	5.3%	-3.5%	-0.0643	0.5%
CNC(=O)Nc1ccc2nc(C)sc2c1
    -19.1%	1.19	-23.4%	-0.375	-0.875	0.1%	3.6%	11.9%	.	-17.2%	-0.863	2.6%
N#Cc1nc(N)nc(N(c2ccccc2)c2ccccc2)n1
    5.7%	0.121	5.3%	0.197	-0.825	0.6%	4.7%	20.8%	-8.6%	-1.2%	-1.99	-8.5%
NC(=O)NC(=O)COC(=O)CCCSc1nc2ccccc2s1
    8.6%	-0.14	5.5%	-0.249	-0.0267	0.2%	8.8%	12.2%	0.7%	5.3%	-0.205	-3.8%
COC(=O)[C@H](C)NC(=O)NCc1ccccc1F
    -8.3%	0.00893	22.8%	-0.25	-0.569	0.6%	3.5%	26.3%	-5.2%	1.1%	-0.38	10.2%
CN=C(NC#N)SCC(=O)c1ccc(Cl)cc1Cl
    17.4%	-0.00289	13.2%	-0.149	0.0481	0.2%	7.4%	7.6%	0.7%	0.4%	-0.103	23.7%
COc1ccc(OC)c(CCNC(=O)c2ccccc2NC(=O)C2=C(C)OCCS2)c1
    -12.2%	.	13.5%	.	.	-0.1%	.	-15.6%	7.8%	-3.5%	.	.
Cc1ccc(C)c(N(CC(=O)NCCc2ccccc2)C(=O)CCC(=O)Nc2ccccn2)c1
    -17.5%	.	1.5%	.	.	-0.3%	.	6.7%	-4.3%	6.4%	.	.
COc1cc(NC(=O)Cn2c([N+](=O)[O-])cnc2C)c(OC)cc1Cl
    -9.4%	.	10.9%	.	.	0.4%	.	-13.2%[20 µM]	-4.0%	-6.0%	.	.
O=C1CC(N2CCN(c3ccccc3)CC2)C(=O)N1c1cccc(Cl)c1 (stereo not drawn)
    8.1%	.	10.6%	.	.	-0.3%	.	-32.5%[20 µM]	6.1%	-8.8%	.	.
COc1ccc(CNC(=O)CN(Cc2ccc(OC)cc2)C(=O)c2csnn2)cc1
    -41.4%	-0.39	-2.5%	-0.0256	0.632	-0.2%	8.6%	2.5%	-2.3%	-3.2%	-0.0629	1.2%
O=C(Nc1ccccn1)C(=O)N1CCCCC1
    -15.0%	1.59	15.1%	-0.223	-0.18	0.1%	-0.4%	-13.3%	-1.9%	9.2%	-0.486	7.5%
CS(=O)(=O)Nc1ccc(C(=O)Nc2ccc3ccccc3c2)cc1
    -67.3%	.	-80.4%	.	.	-0.1%	.	12.0%[20 µM]	-3.9%	6.1%	.	.
O=C(CCN1C(=O)/C(=C/c2ccccc2Cl)SC1=S)NCCCN1CCOCC1
    4.5%	.	9.1%	.	.	-0.1%	.	18.7%	1.1%	-9.2%	.	.
Cc1ccc(NC(=S)N(CCC(C)C)C(C)c2ccncc2)c(Cl)c1 (stereo not drawn)
    1.1%	-2.12	-4.5%	-0.182	1.44	0.0%	0.4%	-0.7%	.	-26.0%	0.727	-4.3%
COc1cc(NC(=O)c2ccc(COCC(F)(F)F)cc2)cc(OC)c1OC
    .	0.802	2.8%	-0.214	0.341	0.6%	8.7%	16.4%	3.8%	5.2%	-0.395	-6.1%
O=C(Nc1ccccc1C(=O)N1CCCC1)c1ccc(Cl)c([N+](=O)[O-])c1
    -37.0%	-1.57	14.2%	-0.165	1.37	-0.2%	-2.7%	-20.2%	1.6%	0.3%	0.858	13.8%
CC1CC1c1ccc(/C=C(\C#N)C(=O)Nc2cccc(Cl)c2Cl)o1 (stereo not drawn)
    -13.8%	0.134	19.4%	-0.211	-0.103	-0.2%	1.2%	-6.4%	1.9%	43.0%	0.2	-2.9%
Cn1c(=O)c(C(=O)COC(=O)c2cc(-c3ccco3)nc3ccccc23)c(N)n(Cc2ccccc2)c1=O
    -4.6%	0.502	3.4%	0.106	-0.102	8.3%	9.5%	-3.0%	0.1%	55.8%*	-0.922	-6.4%
CC1CCN(c2nc3ccccc3n2CC(=O)c2ccccc2)CC1
    -26.1%	0.297	16.9%	-0.378	-0.44	-0.2%	-8.5%	-29.3%	-1.0%	7.8%	0.291	3.2%
Cc1nc(NC(C)C)c2cnn(CCc3ccccc3)c2n1
    -46.2%	1.8	-30.6%	-0.275	0.0775	-0.1%	-1.1%	-1.5%	-4.4%	1.1%	-0.249	2.6%
COc1ccccc1CN1CC(C(=O)NC2(c3ccccc3)CC2)CCC1=O (stereo not drawn)
    -44.9%	.	3.2%	.	.	-0.1%	.	-9.6%	6.3%	-2.7%	.	.
CC(C)(C)NC(=O)c1ccc2c(c1)N(CC(=O)N1CCN(c3ccc(F)cc3)CC1)C(=O)C(C)(C)O2
    34.6%	-0.202	8.9%	-0.138	0.19	-0.2%	10.6%	-18.1%	2.5%	?	-0.0126	3.7%
O=C(COC(=O)c1ccc2c(c1)OCO2)Nc1nc(-c2ccccc2)cs1
    7.5%	0.28	-8.2%	-0.244	0.00193	-0.1%	3.9%	-24.8%[20 µM]	-0.4%	21.6%	-0.34	-3.6%
CCC(=O)Nc1ccc2oc(-c3cccc(C)c3)nc2c1
    -36.3%	-0.347	-199.7%	-0.253	-0.207	-0.1%	3.4%	16.0%	1.8%	16.1%	-0.486	-11.8%
Cc1cnc(NS(=O)(=O)c2ccc(Cl)cc2)c(Br)c1
    2.4%	0.111	-10.0%	-0.233	0.454	0.3%	8.8%	1.3%	0.8%	7.4%	1	6.8%
CCS(=O)(=O)NCCc1cc2c(OC)ccc(OC)c2[nH]c1=O
    -6.5%	0.583	3.7%	-0.288	-0.675	-0.5%	1.4%	6.5%	-6.1%	18.5%	0.287	18.2%

Some of the compounds tested (hit frequency here may not be typical).
